Bioassay records (PubChem BioAssay)
PDI inh: inhibitors of human protein disulfide isomerase | inhibition, % at 10 µM | PDI insulin aggregation turbidity, A650, 90 min | P07237 | hit rate 0.052% among 350,000 | AID 588391;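 active = mean inhibition across replicates of 30% or more, whatever share of single replicates reach that level; inconclusive = mean inhibition below 30% while every single replicate reaches 30%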;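 note: absorbance from insulin aggregation driven by PDI reduction with DTT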
MC4R antagonist: antagonists of human melanocortin 4 receptor (MC4R). MC4R-expressing cells, MTII-stimulated cAMP, LANCE TR-FRET. P32245. AID 540295. hit rate 0.48% among 360,000. inhibition, % at 6.5 µM;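 active = inhibition above its plate's cutoff, the mean of tested wells on that plate plus 3 SD, cut at about 29% in these data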;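 note: 0% = Melanotan II alone and 100% = Melanotan II plus saturating MCL0020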
Target sequence (P32245 whole entry, looked up): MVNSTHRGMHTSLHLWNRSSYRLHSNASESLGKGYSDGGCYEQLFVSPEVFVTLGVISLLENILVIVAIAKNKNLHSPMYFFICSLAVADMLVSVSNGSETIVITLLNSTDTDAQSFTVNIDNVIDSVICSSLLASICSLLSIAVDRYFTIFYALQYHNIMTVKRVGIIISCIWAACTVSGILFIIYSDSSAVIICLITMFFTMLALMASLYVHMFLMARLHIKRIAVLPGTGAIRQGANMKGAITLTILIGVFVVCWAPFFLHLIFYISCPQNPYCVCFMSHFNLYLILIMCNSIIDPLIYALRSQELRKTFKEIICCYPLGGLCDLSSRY
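Assay system: human MC4R-expressing U2OS cells; reagent: Melanotan II stimulation of cells; dosing: 6.5 µM single dose; timing: compound 30 min, challenge 1 h, detection 1 h; signal: TR-FRET cAMP assay; replicates: one well per compound, no replicates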
Cardio protect: myocardial damage modulation in H9c2 cells; AID 588492; protection from H2O2 cell death, % at 20 µM; hit rate 0.63% among 360,000; H9c2 cardiomyocytes, H2O2 injury protection, ATPLite, 2 h;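 active = compounds giving at least 50% protection of heart cells from peroxide-induced death in the single-dose screen, raw or plate-pattern-corrected value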;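 note: 0% = DMSO wells with peroxide and 100% = DMSO wells without peroxide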
aDG glyco up: increases alpha dystroglycan glycosylation. Pro5-aDG cells, alpha-DG glycosylation AlphaScreen (IIH6); 0% Pro5, 100% B10-LARGE cell signal. activation, % at 10 µM. hit rate 0.22% among 360,000. AID 624168;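 active = activation of at least 8% versus controls, or a plate z-score of at least 8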;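 note: Pro5 are CHO cells carrying HIG-tagged alpha-DG that lacks glycosylation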
Glyco luc inh: blocks N-linked glycosylation in D54 reporter cells. D54 ERlucT glycosylation luciferase reporter, 24 h; percent of 100 nM tunicamycin response. reporter increase, % at 12.5 µM. hit rate 0.23% among 360,000. AID 588692;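 active = mean luciferase reporter signal, scaled so untreated is 0 and the glycosylation-blocking control 100, at or above a set limit in every replicate; inconclusive = mean reaches the limit but not every replicate does; inactive = mean below the limit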;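 note: luciferase carries N-glycosylation sites so blocking glycosylation raises the light; 0% = median of neutral control wells and 100% = median of 100 nM tunicamycin wells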
ABCB6 inh 2: human ABCB6 transporter inhibition. Q9NP58. fluorescence ratio to DMSO, % at 10 µM. hit rate 0.19% among 360,000. K562-ABCB6 porphyrin accumulation, flow cytometry, 1 h; hits give low values;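 active = fluorescence ratio to DMSO below 75%, the collection mean minus 3 SD; inconclusive = too few cells collected in the well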;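 note: signal is porphyrin accumulated inside mitochondria; 100% equals median channel fluorescence of DMSO control wells; lower ratio means ABCB6 inhibition with less porphyrin fluorescence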
MC4R ag barr: human MC4R agonism via beta-arrestin | activation, % at 8.9 µM | hit rate 0.98% among 360,000 | AID 540308 | P32245 | U2OS MC4R beta-arrestin complementation, luminescence; percent of melanotan II response, DMSO zero;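 active = activation above a per-plate cutoff, the mean activation of sample wells on that plate plus 3 SD, cut at about 8% in these data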
CaV13 ICDI inh: Disruptors of the CACNA1D IQ motif to Ca2+-dependent inactivation inhibitor domain association, primary screening, Förster resonance energy transfer in intact living … | HEK cells, CFP/YFP FRET ICDI-IQ, plate reader, 10 min; percent FRET-ratio fall versus neutral wells | inhibition, % at 12.3 µM | hit rate 0.098% among 340,000 | AID 743397;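 active = mean replicate inhibition of at least 30% and at least 1% of replicates passing that level; inconclusive = only one of the two criteria is met; inactive = neither criterion is met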;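 note: 0% = median of the neutral control wells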
HTR2A ag: agonists of mouse serotonin 5-HT2A receptor (HTR2A); P35363; AID 624169; CHO-K1 mHTR2A beta-arrestin complementation, luminescence; percent of 30 µM serotonin response; activation, % at 7.6 µM; hit rate 0.66% among 360,000;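 active = activation above a run cutoff, the mean activation of all tested compounds plus 3 SD, cut at about 14% in these data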;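 note: 0% = plate median of compound wells and 100% = 30 µM serotonin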
Target sequence (P35363 whole entry, looked up): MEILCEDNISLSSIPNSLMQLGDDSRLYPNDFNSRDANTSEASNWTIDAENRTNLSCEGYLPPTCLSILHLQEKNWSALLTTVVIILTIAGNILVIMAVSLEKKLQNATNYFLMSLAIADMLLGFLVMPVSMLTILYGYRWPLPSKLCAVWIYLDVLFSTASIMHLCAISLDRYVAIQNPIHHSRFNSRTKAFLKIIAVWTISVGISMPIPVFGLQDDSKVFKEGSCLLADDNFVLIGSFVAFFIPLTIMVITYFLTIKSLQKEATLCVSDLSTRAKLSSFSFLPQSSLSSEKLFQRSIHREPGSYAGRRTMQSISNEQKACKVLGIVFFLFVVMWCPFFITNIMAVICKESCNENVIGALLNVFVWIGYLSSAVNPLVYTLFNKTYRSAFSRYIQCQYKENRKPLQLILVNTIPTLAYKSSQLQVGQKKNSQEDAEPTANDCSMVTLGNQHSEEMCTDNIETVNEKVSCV
Vif imaging: blocks HIV Vif function | hit rate 0.35% among 340,000 | inhibition, % at 7.49 µM | HEK293T cells, Vif self-association by quenched fluorescence, imaging, 24 h; in the data active = inhibition above about 50%, passing the limit was not always enough; inconclusive = no clear call, values can overlap the other calls; inactive = below about 31%; note: some results filed as inactive read as strong as hits
* = called active by the depositor; ? = inconclusive; · = not tested or not shown.

SMILES	PDI inh	MC4R antagonist	Cardio protect	aDG glyco up	Glyco luc inh	ABCB6 inh 2	MC4R ag barr	CaV13 ICDI inh	HTR2A ag	Vif imaging
Cc1cccc(NC(=O)c2cc(NC(=O)C3CCCCC3C(=O)O)ccc2N2CCOCC2)c1 (stereo not drawn)	-6	5	4	-0.2	-1	99	-1.3	·	-5	-1
O=C(CSCc1ccccc1)Nc1ccc(S(=O)(=O)N2CCOCC2)cc1	12	3	-1	-0.2	-2	104	-2.4	·	3	1
CCOC(=O)Cn1nc(C)n(-c2ccc(F)cc2)c1=O	-1	3	-2	0.1	0	101	0.1	4	7	8
CCO[C@H]1OC(C(=O)N2CCOCC2)=C[C@@H](c2ccc3c(c2)OCO3)[C@@H]1CCCO	-3	8	3	-0.1	1	97	-0.3	-5	-3	3
Cc1cc(NC(=O)Cc2cccs2)no1	2	0	5	-0.1	0	98	-4.8	-5	3	-4
Cc1ccn2cc(C(=O)Nc3cccc(C(=O)NC4CC4)c3)nc2c1	1	-5	-12	0.0	-3	94	1.1	-7	0	-1
CS(=O)(=O)c1ccc2nc(NC(=O)Nc3cccc(Cl)c3)sc2c1	-4	13	-16	-0.1	-11	94	-2.1	-7	-3	-9
COCCn1c(SCC(=O)NC2CC2)nc2ccccc21	1	-2	-1	0.2	1	92	-1.1	-6	-2	0
Cn1c(N)c(C(=O)COC(=O)C2Cc3ccccc3CN2S(C)(=O)=O)c(=O)n(C)c1=O (stereo not drawn)	-5	-3	10	0.9	7	96	1.6	-5	-2	-1
C=CCc1cc(/C=C/c2nc(O)c([N+](=O)[O-])c(=O)[nH]2)cc(OC)c1O	0	-21	3	0.0	1	106	-2.9	-13	2	4
O=[n+]1c2c(n([O-])c3cc(F)c(N4CCCC4)cc31)CCC2	-18	-15	-1	-0.3	2	100	-1.5	-8	4	-7
CC1CN(C(NC(=O)C(C)(C)C)C(Cl)(Cl)Cl)CC(C)O1 (stereo not drawn)	-2	5	13	1.6	1	96	-2.0	0	-3	6
CC(C)c1nc(SCC(=O)N2CCCCC2)c2c(=O)n(C)c(=O)n(C)c2n1	17	4	15	0.0	5	94	-0.5	-11	5	-3
CC(=O)c1ccc(NC(=O)COc2ccccc2C(=O)Nc2ccccc2)cc1	4	19	12	0.4	-4	100	-3.2	-5	-11	-11
O=C(Nc1cccc(C(F)(F)F)c1)c1csc(-c2ccncc2)n1	-1	8	4	0.5	-2	101	0.3	-13	-3	0
COc1ccc(NC(=O)C2CCCN(c3cc(C)nc4ncnn34)C2)cc1 (stereo not drawn)	2	-10	-1	0.7	-4	97	1.2	6	5	6
CCCN(CCC)CCCNC(=O)c1cn(CCOC)c(=O)c2c1c1ccccc1n2C	-2	15	15	0.1	-3	93	-1.5	-3	1	7
Cc1ccccc1C(=O)NNS(=O)(=O)c1ccc(F)cc1	11	4	-2	0.0	1	81	1.0	-7	9	6
Cc1cccc(NC(=O)CSc2nccn2Cc2ccco2)c1C	0	-2	1	0.0	0	99	0.8	-2	5	·
COc1ccc(CCC(=O)NCCOc2ccc(Cl)cc2)cc1	3	10	-4	-0.2	2	98	-0.6	-4	3	-5
O=C(COC(=O)c1cc(F)c(F)cc1Cl)NC1CCCCCC1	-10	16	-2	-0.3	4	97	3.8	-3	-1	-2
O=C1NC(C(=O)O)=CC(c2cccc(Cl)c2Cl)N1 (stereo not drawn)	-2	-5	1	0.1	1	97	-2.6	-11	3	-2
CCN(C(=O)CSc1nnc(-c2ccccc2Cl)n1C1CCCC1)C1CCS(=O)(=O)C1 (stereo not drawn)	-4	3	10	-0.1	2	92	0.4	-4	5	-3
COc1cc(CCN=Cc2ccccc2O)c([N+](=O)[O-])cc1OC	·	·	-1	0.1	3	98	·	·	1	1
CCOC(=O)c1cccnc1NC(=O)c1ccccc1	-5	0	-5	0.1	2	92	-0.1	-5	-1	-1
O=C(Nc1cccc(Cl)c1)c1cnn2cccnc12	-4	-1	-8	0.0	-2	100	-0.9	-5	1	2
COc1cc(/C=N/NC(=O)CSc2n[nH]c(=O)[nH]c2=O)cc(OC)c1O	2	10	7	0.2	1	103	-2.1	-4	2	2
COc1ccc(C)cc1S(=O)(=O)Nc1ccccc1C	7	3	-11	0.3	0	99	-1.9	-3	3	-12
O=C(NCc1ccco1)C(c1ccccc1)N(C(=O)Cc1cccs1)c1ccccc1 (stereo not drawn)	1	5	15	-0.3	1	96	1.1	-4	8	1
COc1cc(CCC(O)CC(=O)CCc2ccccc2)ccc1O (stereo not drawn)	·	4	-2	-0.2	1	96	-2.5	·	-2	9
Cc1ccc(C(=O)N(CN2CCCC2=O)c2ccc(F)cc2)cc1	16	-1	-3	0.1	3	97	-1.7	-2	1	0
O=C(NCc1nnc(SCC(=O)N2CCCCCC2)o1)c1ccccc1F	1	0	-3	0.5	2	102	1.2	-2	11	-6
O=C(Nc1nccs1)c1ccc(-c2ccc(F)c(Cl)c2)o1	-2	4	1	-0.2	0	97	-1.9	-3	-9	-9
COc1ccc(OC)c(NC(=O)CSCC(=O)O)c1	9	8	3	0.3	0	98	0.3	-6	3	5
Nc1ccc(N2N=C(N3CCCC3)CC2=O)cc1	19	-1	-3	-0.2	2	103	0.2	-5	4	-6
CCOc1ccc(Cn2nnc(C(=O)Nc3cc(OC)cc(OC)c3)c2N)cc1	·	6	-31	1.8	-1	96	8.1	-2	0	-3
Cc1nn(-c2cccc(Cl)c2)c(Cl)c1/C=N/NC(=O)c1cccs1	-6	0	4	-0.3	-8	95	25*	-15	0	-7
C=CCOc1ccc(/C=N/NC(=O)CC(=O)NC2CCCCC2)cc1	-3	6	-2	0.0	-1	97	-0.8	-3	-9	-10
CSc1cccc(NC(=O)CCCn2c(=O)c3cccn3c3cccnc32)c1	-4	-3	16	0.2	-2	99	-1.7	-4	-4	-4
CC(C)(C)n1ncc2c(=O)n(Cc3ccc(Cl)cc3)cnc21	6	2	-3	0.4	0	96	1.1	5	-8	-3
COc1ccc(C(=O)c2ccccc2)cc1CN1CCOCC1	2	1	1	0.1	-3	97	-2.6	-5	-1	-6
O=C(NC12CC3CC(CC(C3)C1)C2)c1cncc(Br)c1	2	2	-6	0.1	-6	101	-0.5	-3	6	?
O=C(c1ccccc1)N1CCCN(c2nccc(C(F)(F)F)n2)CC1	-1	-3	2	0.0	1	93	-1.5	-21	-2	-1
CCCC(=O)Nc1ccccc1NC(=O)CN(C)S(=O)(=O)c1ccccc1	1	-5	6	0.2	-1	95	-1.0	-5	1	17
Cc1ccc(S(=O)(=O)NCC2CCC(C(=O)NCc3cccnc3)CC2)cc1 (stereo not drawn)	2	1	5	0.1	0	95	-2.0	-3	1	0
Cc1c(OCC(=O)NC(Cc2ccc(Cl)cc2)C(=O)O)ccc2c(-c3ccccc3)cc(=O)oc12 (stereo not drawn)	·	6	4	-0.3	1	105	-0.3	·	-2	3
Cc1nc(-c2ccccc2)nc2n[nH]c(N)c12	-8	9	3	-0.1	2	96	-0.4	-5	-4	-1
Cc1cc(NC(=S)NC(=O)C2CC2)ccc1Br	3	2	-8	-0.3	-2	81	-2.0	-6	-2	-8
CCCc1ccc(C(=O)[C@@H]2[C@@H](C(C)=O)N3c4ccc(F)cc4C=C[C@@H]3[C@@]23C(=O)Nc2ccccc23)cc1	-2	10	-7	-0.3	-1	119	1.8	-6	-7	2
CC(=O)Nc1ccc(S(=O)(=O)Nc2nc(-c3ccc(C(C)(C)C)cc3)cs2)cc1	18	-1	-3	0.0	0	98	-1.2	-18	2	?
CC(=O)c1cn(Cc2ccccc2)c(=O)n(Cc2ccc(F)cc2)c1=O	0	21	5	-0.2	2	101	3.1	-5	0	0
CN(C(=O)c1cnc2n(c1=O)CCS2)C1CCCCC1	·	-1	-2	1.2	3	99	-0.2	-3	0	4
Cn1c(NNC(=O)c2ccccc2F)cc(=O)n(C)c1=O	6	10	-14	-0.1	2	100	-1.6	-4	4	7
O=C(NCc1ccccc1OC(F)(F)F)C1CCC(=O)N(C2CC2)C1 (stereo not drawn)	11	17	-1	0.0	·	101	-3.4	-2	-4	·
CCc1nc(SCC(=O)c2ccc(Cl)s2)c2oc3ccccc3c2n1	-7	7	-10	0.1	-10	99	-0.4	·	3	-7
Cc1sc2ncnc(SCC(=O)N3CCCC(C(F)(F)F)C3)c2c1C (stereo not drawn)	-1	15	-6	0.3	0	100	1.2	-9	3	-18
O=C(c1oc2ccccc2c1N1CCCCC1)N1CCCCC1	-18	-5	3	0.2	0	112	-1.3	-8	-3	-7
COc1ccc(/C=N/n2cnc3c([nH]c4ccc(C)cc43)c2=O)cc1CN1CCCC1	1	-9	-13	-0.2	-9	98	8.2	-2	-2	-2
COc1ccc(NC(=O)CN2CCCN(S(=O)(=O)c3ccc(F)cc3)CC2)cc1	1	2	-1	0.0	-1	99	-1.2	-8	9	·
COc1ccc(/C=C/C(=O)NC(=S)NCCc2ccc(OC)c(OC)c2)cc1	8	-9	-16	-0.3	-3	99	17*	-8	2	70*
The listing continues:
SMILES	PDI inh	MC4R antagonist	Cardio protect	aDG glyco up	Glyco luc inh	ABCB6 inh 2	MC4R ag barr	CaV13 ICDI inh	HTR2A ag	Vif imaging
CCN(CC(=O)NC(C)C)C(=O)c1ccc(S(=O)(=O)N(C)c2ccccc2OC)cc1	10	-3	3	-0.4	0	89	-2.1	-1	-1	-9
Cc1cc(Br)ccc1NC(=O)c1ccc(-n2cncn2)c([N+](=O)[O-])c1	1	1	1	-0.3	-3	101	-2.3	-5	-3	-7
N/C(CCN1CCOCC1)=N/O	-3	2	2	0.2	2	100	-1.5	-4	2	4
CC(C)(C)S(=O)(=O)c1cnc(-c2cnccn2)nc1N	15	-3	5	0.0	3	98	0.7	-3	3	-3
CSc1ccc(CN2CCC(CO)(Cc3ccc(Cl)cc3)CC2)cc1	0	7	8	1.0	-4	91	0.1	-6	8	-10
COc1ccc(NC(=O)c2oc3ccccc3c2NC(=O)c2ccco2)cc1	2	10	22	-0.3	19	86	5.2	-8	-7	·
Cc1cccn2c(=O)nc(SCC(=O)NCc3ccc(F)cc3)nc12	3	4	6	-0.1	-1	93	-1.8	-1	-2	7
CC1=C(C(=O)Nc2ccc([N+](=O)[O-])cc2)C(c2cccc(C(F)(F)F)c2)NC(=S)N1c1ccccc1 (stereo not drawn)	-5	11	-20	1.5	-7	100	-0.9	-4	-5	-2
Cc1snc2sc(C(=O)c3ccc(F)cc3)c(N)c12	-2	2	0	-0.2	0	96	-2.2	-16	-2	-6

Not a hit list; about 3.6% have a hit in one of these screens.
